Source: PubChem BioAssay (several laboratories)
human PMI inhibition: inhibitors of human PMI, primary screen, biochemical, fluorescence intensity, coupled assay (AID 1209) | Mannose-6-phosphate isomerase (Homo sapiens) | purified PMI enzyme, coupled fluorescence intensity; higher % means a stronger effect | inhibition, % at 20 µM; hits with a dose series show IC50 in µM | 190,000 tested, 0.42% active;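 also: plate controls were DMSO vehicle for no effect and wells lacking substrate for full effect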
ER stress rescue: rescue of cells from ER stress-induced death, primary screen, 384-well, CSM14.1, thapsigargin, ATP luminescence (AID 1222); CSM14.1 thapsigargin-induced death rescue, ATP luminescence; higher % means a stronger effect; one-dose cellular ATP content (survival), % at 20 µM; EC50 in µM for titrated hits; 190,000 tested, under 10 active;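 active = EC50 below 50 µM in the dose-response confirmation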;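 also: death triggered by thapsigargin at about 15 µM added after 2 h compound pretreatment; cell ATP read after overnight thapsigargin exposure of roughly 18 to 22 hours; normalized against plate controls of thapsigargin alone and 5% DMSO vehicle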
Myeloid diff 2: induction of myeloid progenitor differentiation, primary screen, cell-based, flow cytometry, MLPCN library; ER-HoxA9 myeloid progenitors, lysozyme-GFP differentiation; 360,000 tested, 1% active; AID 624256, 2012; calls only at 10 µM;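 active = normalized GFP-positive differentiation at or above the plate's own cutoff, the solvent-only control mean plus 3 SD; inconclusive = no clear call, values can overlap the other calls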;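 also: cells exposed to compound for four days before flow analysis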
LYP phosphatase: inhibitors of LYP phosphatase, biochemical, fluorescence intensity, uHTS (AID 1779). one-dose inhibition, % at 11.5 µM; IC50 in µM for titrated hits. recombinant LYP phosphatase, fluorescence intensity; higher % means a stronger effect. 290,000 tested, 0.054% active. Tyrosine-protein phosphatase non-receptor type 22 (Homo sapiens);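 also: plate controls were vehicle with enzyme for no effect and no enzyme for full effect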
XIAP displacement: XIAP antagonists, biochemical, IAP family, fluorescence polarization (AID 1018). E3 ubiquitin-protein ligase XIAP (Homo sapiens). XIAP BIR domain, fluorescence polarization peptide displacement; higher % means a stronger effect. displacement, % at 20 µM; hits with a dose series show IC50 in µM. 200,000 tested, 0.007% active; in the data active = displacement above about 50%; also: a part of the inactive calls stands beside numbers as strong as those of hits
human PMI inhibitors: human PMI inhibitors, high substrate, primary screen, biochemical, fluorescence intensity, high mannose 6-phosphate (AID 1220); Mannose-6-phosphate isomerase (Homo sapiens); recombinant PMI enzyme, coupled fluorescence intensity; higher % means a stronger effect; one-dose inhibition, % at 20 µM; IC50 in µM for titrated hits; 190,000 tested, 0.66% active
TNAP activators: human TNAP enzyme activators, primary screen, biochemical, luminescent, no phosphate acceptor, uHTS (AID 1001) | 200,000 tested, 0.03% active | purified TNAP, luminescent activation assay, no phosphate acceptor; higher activation fold means a stronger effect | activation fold at 20 µM; hits with a dose series show EC50 in µM; in the data active = activation fold from about 3, or a potency from the dose series; inactive = the rest, 99 in 100 with activation fold below about 1.6; also: many of its hits are not listed in these tables
P. falciparum M1AAP: P. falciparum M1AAP inhibitors, biochemical, fluorogenic H-Leu-NHMec substrate, 1536-well (AID 1445); Aminopeptidase N (Plasmodium falciparum (isolate 3D7)); recombinant M1AAP, H-Leu-NHMec fluorogenic kinetic assay; higher % means a stronger effect; inhibition, % at 30 µM; hits with a dose series show IC50 in µM; 220,000 tested, 0.42% active;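 active = primary inhibition above the hit cutoff, then over 50% inhibition at one or more dose response concentrations, cut at about 23% in these data, passing the limit was not always enough; inconclusive = conflicting primary data, or primary hits not chosen for dose response; inactive = low primary inhibition, or under 50% at every dose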;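 also: plate controls were DMSO full reaction for no effect and no enzyme background for full effect; strong numbers were not always called active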
P. falciparum M17LAP: P. falciparum M17LAP inhibitors, primary screen, biochemical, fluorogenic H-Leu-NHMec substrate, 1536-well (AID 1619). inhibition, % at 30 µM; hits with a dose series show IC50 in µM. recombinant M17LAP, H-Leu-NHMec fluorogenic kinetic assay; higher % means a stronger effect. Leucine aminopeptidase (Plasmodium falciparum (isolate 3D7)). 220,000 tested, 0.38% active;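 active = compound inhibiting the enzyme by more than half at any dose during confirmatory dose-response retesting; inconclusive = strong single-dose inhibitors picked by rank but not retested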;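 also: plate controls were full reaction with DMSO carrier for no effect and no enzyme background for full effect; strong numbers were not always called active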
Myeloid diff 2 GFP+ MAC1+ %: also measured in Myeloid diff 2; calls as there; GFP+ MAC1+ double positive, %; measured here: differentiation confirmed by MAC1 staining
An asterisk follows results filed as active; i = inactive; ? = inconclusive; nt = not tested or not shown. Rule as the data show it, unless noted: active = inhibition above about 50%; inactive = the rest.

Preview, seven compounds:
SMILES | human PMI inhibition | ER stress rescue | Myeloid diff 2 | Myeloid diff 2 GFP+ MAC1+ % | LYP phosphatase | XIAP displacement | human PMI inhibitors | TNAP activators | P. falciparum M1AAP | P. falciparum M17LAP
Cc1[nH]n(S(=O)(=O)Cc2ccccc2)c(=O)c1N=Nc1ccccc1Cl | -36% | 0.0% | i | 0.3 | 8% | -8.0% | -4% | 0.8 | 13% | 21%
Cc1nnc(SC(C(=O)c2ccccc2)c2ccccc2)[nH]c1=O (stereo not drawn) | nt | nt | i | 0.2 | -8% | nt | nt | nt | 0% | 0%
COc1ccccc1NC(=O)N1CCCC1C(=O)NCc1ccc2c(c1)OCO2 (stereo not drawn) | 0% | -0.9% | i | 0.8 | -10% | -7.3% | 10% | 0.9 | -4% | 4%
Cc1ccc(CC(=O)Nc2nc3c(s2)CCCC3)cc1 | 6% | 1.3% | i | 1.2 | -3% | -2.4% | 3% | 1.1 | 3% | 0%
COc1ccc(CC(=O)NC(C)c2nnc(SCCC(=O)Nc3ccccc3)n2C)cc1 (stereo not drawn) | 3% | 0.4% | i | 0.3 | -1% | -2.9% | 6% | 1 | -4% | 34%
CCc1ccc(-c2nc(NC(=O)c3ccc(OCC(=O)Nc4ccc(F)cc4)c(OC)c3)sc2C)cc1 | 5% | -2.9% | i | 0.3 | 6% | -3.8% | 0% | 1 | 3% | -6%
O=C(CSc1ncccn1)NC(=O)Nc1ccc2c(c1)OCCO2 | 7% | -1.1% | i | 1.0 | -3% | -3.0% | 9% | 1 | -7% | 2%

All compounds of this part, from the first entry:
SMILES | human PMI inhibition | ER stress rescue | Myeloid diff 2 | Myeloid diff 2 GFP+ MAC1+ % | LYP phosphatase | XIAP displacement | human PMI inhibitors | TNAP activators | P. falciparum M1AAP | P. falciparum M17LAP
Cc1[nH]n(S(=O)(=O)Cc2ccccc2)c(=O)c1N=Nc1ccccc1Cl | -36% | 0.0% | i | 0.3 | 8% | -8.0% | -4% | 0.8 | 13% | 21%
Cc1nnc(SC(C(=O)c2ccccc2)c2ccccc2)[nH]c1=O (stereo not drawn) | nt | nt | i | 0.2 | -8% | nt | nt | nt | 0% | 0%
COc1ccccc1NC(=O)N1CCCC1C(=O)NCc1ccc2c(c1)OCO2 (stereo not drawn) | 0% | -0.9% | i | 0.8 | -10% | -7.3% | 10% | 0.9 | -4% | 4%
Cc1ccc(CC(=O)Nc2nc3c(s2)CCCC3)cc1 | 6% | 1.3% | i | 1.2 | -3% | -2.4% | 3% | 1.1 | 3% | 0%
COc1ccc(CC(=O)NC(C)c2nnc(SCCC(=O)Nc3ccccc3)n2C)cc1 (stereo not drawn) | 3% | 0.4% | i | 0.3 | -1% | -2.9% | 6% | 1 | -4% | 34%
CCc1ccc(-c2nc(NC(=O)c3ccc(OCC(=O)Nc4ccc(F)cc4)c(OC)c3)sc2C)cc1 | 5% | -2.9% | i | 0.3 | 6% | -3.8% | 0% | 1 | 3% | -6%
O=C(CSc1ncccn1)NC(=O)Nc1ccc2c(c1)OCCO2 | 7% | -1.1% | i | 1.0 | -3% | -3.0% | 9% | 1 | -7% | 2%
CCOC(=O)Cc1csc(NC(=O)c2ccc3c(c2)OCO3)n1 | -3% | -2.1% | i | 0.6 | -4% | -1.9% | 3% | 1.2 | 2% | 13%
O=C(Cc1ccc([N+](=O)[O-])cc1)Nc1nnc(C2CC2)s1 | -10% | 0.7% | i | 0.4 | 1% | -26% | 2% | 1.1 | 6% | 7%
O=C(N/N=C/c1ccc(OC(=O)c2ccccc2)cc1)c1cccc(O)c1 | -9% | -0.9% | i | 0.4 | 2% | -8.2% | -4% | 1 | 2% | 8%
O=C1/C(=C/c2cccnc2)SC(=S)N1c1ccc(O)cc1 | nt | nt | i | 0.1 | -7% | nt | nt | nt | 4% | 13%
CSc1ccc(/C=N/n2c(Cc3ccc(Br)cc3)n[nH]c2=S)cc1 | 14% | -0.4% | i | 0.3 | 8% | -6.7% | 10% | 1.2 | 4% | 13%
Cc1ccc(N=C2NC(=O)/C(=C/C=C/c3ccco3)S2)cc1 | -50% | -1.5% | i | 0.8 | 4% | -2.4% | -85% | 0.7 | 18% | 30%
O=C(CSc1nc2sc3c(c2c(=O)[nH]1)CCCC3)NCCO | 5% | -1.4% | i | 2.0 | -2% | -4.5% | 9% | 1 | 4% | 11%
COc1ccc2c(C)c(Cl)c(=O)oc2c1 | 4% | 0.7% | i | 0.7 | -12% | -4.5% | 0% | 1.1 | 10% | -26%
COc1cccc(NC(=O)CC2COc3ccccc3O2)c1 (stereo not drawn) | -1% | 3.8% | i | 0.6 | -12% | -7.4% | -8% | 1.1 | 7% | 7%
Cc1sc2ncnc(N(C)Cc3ccco3)c2c1C | 6% | 0.1% | i | 1.2 | -9% | -13% | 5% | 1 | 1% | -5%
O=C(COc1ccc(C(=O)c2ccccc2)cc1)NCC(=O)Nc1ccccc1Br | -2% | 3.3% | i | 0.4 | -2% | -8.3% | 2% | 1 | 6% | 0%
S=C(NCCCN1CCOCC1)NC1CC1 | 10% | -0.3% | i | 0.2 | 1% | -0.5% | 5% | 0.9 | -1% | -4%
O=C(N/N=C/c1cc(Br)cs1)c1ccccc1[N+](=O)[O-] | 10% | 1.4% | i | 0.6 | -8% | -5.4% | 3% | 1.1 | 7% | 17%
N#Cc1nc(-c2ccco2)oc1N1CCN(Cc2ccccc2)CC1 | 11% | -1.4% | i | 1.0 | -10% | -5.0% | 14% | 1.1 | 13% | 3%
CN(C)S(=O)(=O)c1cccc(NC(=O)c2cncc(Br)c2)c1 | -2% | -1.0% | i | 1.6 | 9% | -10% | 2% | 1.1 | 3% | 10%
CC(C)CN(CC(C)C)S(=O)(=O)N1CCC(C(=O)NCc2ccco2)CC1 | -9% | -0.3% | i | 0.4 | -2% | -0.4% | -8% | 1.1 | 6% | -9%
C=C(C)c1cccc(C(C)(C)NC(=O)N2CCN(CC(N)=O)CC2)c1 | 3% | 2.1% | i | 0.8 | 2% | 44% | -10% | 1.1 | 9% | 4%
CSc1ccc(C2CC(=O)Nc3nc(SC)[nH]c(=O)c32)cc1 (stereo not drawn) | -7% | 0.1% | i | 0.3 | -3% | -3.3% | -6% | 1.2 | -4% | -3%
C=CCNC(=S)NNC(=O)C(CCC(C)C)CC(C)(C)O (stereo not drawn) | -8% | -1.1% | i | 1.1 | -7% | -6.8% | -7% | 1.1 | 8% | -6%
NC(=O)[C@@H]1CCCCNc2c(F)cc([N+](=O)[O-])cc2C(=O)N[C@@H](CC(=O)O)C(=O)N[C@@H](CCC(=O)O)C(=O)N1 | -10% | 3.1% | i | 1.0 | -3% | -7.1% | 14% | 1.1 | 14% | 35%
O=C(c1ccc(F)cc1)N1CCC(O)(c2cccnc2)CC1 | 5% | -2.6% | i | 1.7 | -4% | -0.3% | 8% | 1.1 | 4% | 4%
CC(CC#CCN1CCOCC1)OCCC#N (stereo not drawn) | -8% | -1.1% | i | 1.2 | 1% | -3.9% | -7% | 1.1 | -7% | 2%
COc1ccc(CC(=O)OCn2nnc3ccccc3c2=O)cc1 | -4% | -1.8% | i | 0.7 | -7% | -10% | -5% | 1.1 | 33% | 3%
Cn1cc2cc([N+](=O)[O-])ccc2n1 | -6% | 1.9% | i | 0.7 | 4% | -3.4% | 0% | 1 | 0% | 2%
CC(=O)/C=C/c1ccccc1O | -7% | 2.2% | i | 0.5 | 2% | 1.8% | 7% | 1.1 | 5% | 4%
COC(=O)c1c(N2C(=O)[C@H]3[C@@H](C2=O)[C@]2(C(=O)Nc4ccccc42)N2CCC[C@@H]32)sc(C)c1C | 3% | 0.8% | nt | nt | 2% | -6.7% | 10% | 0.9 | -1% | -4%
C/C(=N\NC(=S)NCCc1ccccc1)c1cccs1 | 6% | -4.8% | i | 0.4 | -4% | -2.0% | -1% | 1.2 | 1% | 12%
COc1ccc(/C=C(\NC(=O)c2cccs2)C(=O)Nc2cccc3ccccc23)cc1OC | 9% | -0.4% | i | 0.1 | 1% | -2.7% | 8% | 1 | -2% | 11%
C=C1c2cc(OC)ccc2NC(=O)N1CC | -53% | -1.6% | i | 0.6 | -5% | -4.4% | -99% | 1.1 | 3% | -75%
Cn1cccc1/C=N/NC(=O)C12CC3CC(CC(C3)C1)C2 | 1% | 0.1% | i | 0.6 | -5% | -1.4% | 2% | 1.2 | 11% | 0%
O=C(Nc1ccc([N+](=O)[O-])cn1)c1ccc(Br)o1 | -2% | 0.8% | i | 0.8 | 0% | -1.5% | 8% | 1.1 | 2% | 6%
O=C(CNC(=O)c1ccccc1)OCc1cc(=O)n2cc(Br)ccc2n1 | -12% | -0.6% | i | 0.2 | 2% | 4.1% | -7% | 1 | 5% | 7%
O=C(Nc1ccccc1-c1ccccc1)c1cccc([N+](=O)[O-])c1 | 7% | -0.8% | i | 0.8 | -7% | -2.5% | 4% | 1 | 6% | -1%
O=C(c1ccccc1)c1cccn1CC(=O)N1CCN(c2ccc(F)cc2)CC1 | 3% | -1.2% | i | 1.3 | -3% | -2.0% | 6% | 1.1 | 2% | -7%
O=C(CN1C(=O)c2cccc([N+](=O)[O-])c2C1=O)N1CCN(c2ccc(F)cc2)CC1 | -10% | -0.5% | i | 0.3 | -8% | 0.9% | -3% | 1 | 4% | -14%
NC(=O)c1cc(N2C(=O)C=CC2=O)ccc1Cl | -3% | -0.4% | i | 5.7 | -1% | 0.6% | -7% | 1.1 | 7% | 1%
CCCOc1ccc(/C(O)=C2/C(=O)C(=O)N(CCCOC)C2c2cccnc2)cc1 (stereo not drawn) | -10% | -3.3% | nt | nt | -9% | -8.6% | -27% | 1.1 | 6% | 7%
O=C(CN=C1NS(=O)(=O)c2ccccc21)OCC(=O)c1ccccc1 | nt | nt | i | 0.2 | -6% | nt | nt | nt | ? | 19%
O=C(O)c1ccc(NC2=C(Cl)C(=O)c3ccccc3C2=O)cc1 | nt | nt | i | 0.4 | -3% | nt | nt | nt | 4% | 7%
COC(=O)CN(c1nc(C)c(Cl)c(OC)n1)S(=O)(=O)c1ccc(C)cc1 | 2% | 0.1% | i | 0.0 | -4% | -0.4% | 10% | 1 | -2% | -2%
CC(=O)N(c1nc(CCl)cs1)c1ccc(C)cc1C | -1% | -0.6% | i | 0.1 | 5% | -1.7% | 2% | 1.1 | -5% | 6%
